From PubChem
PriA SSB inh – inhibitors of Klebsiella pneumoniae PriA binding to SSB C-terminal tail | AlphaScreen SSBct-PriA binding, biotinylated peptide | inhibition, % at 33 µM | hit rate 0.6% among 430,000; in the data active = inhibition mostly above about 37%, no sharp cut-off; inactive = mostly below about 20%;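 note: plate controls were negative control peptide for no effect and reference peptide for full effect; strong numbers were not always called active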
An asterisk follows results filed as active; & = joins results of further samples.

entry	molecule	PriA SSB inh
1	CCOC1(NC(=O)c2ccc(C)cc2)C(C)=CC(=O)C=C1C	-14
2	Cc1c(C(=O)NN=Cc2cccnc2)sc(N)c1C#N	2
3	O=C1c2ccccc2C(=O)c2c1oc1c3c(ccc21)OCN(CCC1=CCCCC1)C3	35
4	O=C(c1ccco1)N1CCc2ccc(NS(=O)(=O)c3cccc4ccccc34)cc2C1	13
5	O=C(Cc1cccc2ccccc12)N1CCN(Cc2ccccc2)CC1	7
6	Cc1cc(O)c(C=Nc2ccccn2)c(=O)o1	-3&-6
7	O=C(CSc1nc(-c2ccccc2)cs1)NC1CCS(=O)(=O)C1 (stereo not given)	7
8	COc1cc(C(=O)Nc2ccon2)ncn1	2
9	O=S(=O)(NCC1CCN(Cc2ccco2)CC1)c1ccc2c(c1)CCCC2	-2
10	Cn1cccc1/C=C1/SC(=S)N(CCS(=O)(=O)O)C1=O	15
11	O=C(NCc1ccccc1C(F)(F)F)c1ccc(=O)[nH]c1	-15
12	COc1ccc(OC)c2sc(N(CCN(C)C)C(=O)c3ccnn3C)nc12	-12
13	COc1cc([C@H]2c3c(cc(C)oc3=O)OC(=N)C2C#N)cc(OC)c1OC (stereo not given in full)	-11
14	O=C(Cn1cnc2c(sc3cccc(F)c32)c1=O)NCc1ccccc1	-7
15	COCCN(CCOC)c1cc(-c2ccccc2)ncn1	-8

entry	molecule	PriA SSB inh
16	O=C(Cc1ccc(Cl)cc1)NN=Cc1ccccc1	-1
17	Cc1nnc(NC(=O)c2cc(-c3ccccn3)nc3ccccc23)s1	-14
18	O=C(NCC[C@@H](CCO)c1ccccc1)c1ccc(F)cc1F	-8
19	COCCn1cc(NC(=O)Nc2cccnc2)c2ccccc21	13
20	O=C(NCc1cccnc1)C(CCO)Sc1nc2sc3c(c2c(=O)[nH]1)CCCC3 (stereo not given)	0
21	Nc1ncnc(NNC(=O)CNC(=O)COc2ccccc2)c1[N+](=O)[O-]	-13
22	CC12CCC(C(=O)N(CSC(=S)NN=Cc3ccccc3Cl)C1=O)C2(C)C (stereo not given)	4
23	COc1ccc(C(=O)N[C@H]2CCN(C(=O)c3cc4c(=O)[nH]c(C)cn4n3)C2)cc1F	-8
24	O=S(=O)(c1ccccc1C(F)(F)F)N1CCC(c2nnc(-c3ccsc3)o2)CC1	-18
25	O=C(NN=Cc1ccccc1F)c1ccc(-c2ccccc2)cc1	-2
26	COc1cccc(OC)c1C(=O)NCCS(=O)(=O)N1CCN(Cc2ccccc2)CC1	3
27	N#Cc1cc2c([nH]c1=O)CCN(C(=O)c1nc3ccccc3s1)C2	-18
28	O=C(NCCC(O)C1CCOCC1)c1cc(Br)cs1 (stereo not given)	-14
29	COCCCNC(=O)C(C#N)=c1sc(=Cc2ccccc2OC(F)F)c(=O)n1CCCOC	-12
30	CC1CCCC(=CNc2ccc3c(c2)OCO3)C1=O (stereo not given)	13

entry	molecule	PriA SSB inh
31	Cn1nc(-c2ccc(F)cc2)cc1C(=O)NCCN1Cc2cc(Cl)ccc2OCC1=O	-6
32	Nc1nc(SCC(=O)Nc2cc(C(F)(F)F)ccc2Cl)[nH]c(=O)c1NC(=O)c1ccc(F)cc1	-10
33	CN1C(=O)CCc2cc(NC(=O)N3CCNC3=O)ccc21	-5
34	N#CCC(=O)NN=Cc1cc([N+](=O)[O-])ccc1N1CCCC1	2
35	CN(N=Cc1cc(Cl)cc(Cl)c1O)C(=S)NC(C)(C)C	-17
36	CSC[C@@](C)(O)CNC(=O)c1ccc(Cl)cc1	0
37	Nc1nnc(CCSc2ccccc2)o1	1
38	Cc1cc(OC2CCN(C(=O)Cc3cccnc3)CC2)cc(=O)o1	-8
39	CC(C)(C)NC(=S)NN=Cc1ccc(-c2ccc([N+](=O)[O-])cc2)o1	11
40	COc1ccc(NC(=O)CN2CCC(C(=O)Nc3nc(CC(N)=O)cs3)CC2)cc1OC	-5
41	CCCCNC(=S)NN=C1CCCCc2ccccc21	6
42	CCOc1ccc(C(C)C)cc1S(=O)(=O)Nc1cccc(-c2ccc(S(C)(=O)=O)nn2)c1	-16
43	Cc1noc(C)c1CNC(=O)c1nnn(-c2ccccc2F)c1-c1ccccn1	42
44	CCOCCCNC(=O)c1c(N)n(CC(C)C)c2nc3ccccc3nc12	-71
45	COc1ccccc1NC(=O)Nc1nc(CC(=O)Nc2cccc(SC)c2)cs1	-12

A different layout for 4 compounds above:
(41) CCCCNC(=S)NN=C1CCCCc2ccccc21
  PriA SSB inh = 6

(42) CCOc1ccc(C(C)C)cc1S(=O)(=O)Nc1cccc(-c2ccc(S(C)(=O)=O)nn2)c1
  PriA SSB inh = -16

(43) Cc1noc(C)c1CNC(=O)c1nnn(-c2ccccc2F)c1-c1ccccn1
  PriA SSB inh = 42

(44) CCOCCCNC(=O)c1c(N)n(CC(C)C)c2nc3ccccc3nc12
  PriA SSB inh = -71

The listing picks up; the 5 compounds before the break are reprinted first.
entry	molecule	PriA SSB inh
41	CCCCNC(=S)NN=C1CCCCc2ccccc21	6
42	CCOc1ccc(C(C)C)cc1S(=O)(=O)Nc1cccc(-c2ccc(S(C)(=O)=O)nn2)c1	-16
43	Cc1noc(C)c1CNC(=O)c1nnn(-c2ccccc2F)c1-c1ccccn1	42
44	CCOCCCNC(=O)c1c(N)n(CC(C)C)c2nc3ccccc3nc12	-71
45	COc1ccccc1NC(=O)Nc1nc(CC(=O)Nc2cccc(SC)c2)cs1	-12
46	Cc1ccc(C)c(C(=O)NCCC(O)C2CCOCC2)c1 (stereo not given)	0
47	O=C(COc1ccc(Cl)cc1Cl)Nc1ccncc1NC(=O)COc1ccc(Cl)cc1Cl	-11&3
48	COc1ccc(Br)cc1C=NNC(=O)c1cc(OC)c(OC)c(OC)c1	-3
49	CC(=NOc1cccc(F)n1)c1ccc(Cl)cc1Cl	-37
50	O=C(c1cccs1)N1CCN(Cc2nc(-c3ccc(F)cc3)cs2)CC1	38
51	COc1cc2cc(CCN3C(=O)c4ccccc4C3=O)c(Cl)nc2cc1OC	15
52	COc1cn(CC(=O)Nc2ccc(C)c(Cl)c2)c(CN2CCCCCC2)cc1=O	6
53	C=CCn1c(SCC(=O)c2[nH]c(C)c(C(=O)OC)c2C)nc2scc(-c3ccco3)c2c1=O	-5
54	COc1ccc(C=NNC(=O)c2cc(C)oc2C)cc1OCc1ccccc1	6
55	CCOc1ccc(C(O)=C2C(=O)C(=O)N(CCN(C)C)C2c2cc(OC)ccc2OC)cc1Cl (stereo not given)	-10
56	COc1cc(C(=O)NCCNC(=O)c2ccc(NC(=O)C(C)(C)C)cc2)ncn1	-11
57	Cc1cc(C(=O)NN=Cc2ccc(OC(=O)c3ccccc3Br)cc2)n[nH]1	-11
58	CC(C)(C)c1ccc(NC(=O)CSc2nnc3ccc4ccccc4n23)cc1	1
59	Cc1c(Cl)cccc1NC(=O)N1CCN(c2cc(-n3ccnc3)ncn2)CC1	-10
60	COc1ccccc1C(=O)NCCn1ncc2c(=O)n(Cc3ccccc3F)cnc21	-1

entry	molecule	PriA SSB inh
61	Cc1nnc2ccc(-c3ccc(NC(=O)c4ccc(N5CCCCC5)nn4)cc3)nn12	-13
62	c1cnc(-c2noc(C3CN(Cc4ccsc4)C3)n2)nc1	-11
63	Cc1cc(NC(=O)C(C)(C)CCl)n(-c2ncnc3c2cnn3-c2cccc(C)c2C)n1	11
64	COc1ccc(C=NNC(=O)c2cc(-c3ccc4c(c3)OCO4)n[nH]2)cc1OC	-4
65	Cc1ccc(S(=O)(=O)N2CCN(c3ccc4nnc(C)n4n3)CC2)cc1C	-13
66	C=CCn1c(-c2cc(OC)c(OC)c(OC)c2)nc2nc3ccccc3nc21	2
67	O=C(NCc1ccccn1)C1CCCN(c2ccc(-c3ccco3)nn2)C1 (stereo not given)	-5
68	Cc1ccc(C)c(NC(=O)C(=O)NCCCN(C)C)c1	0
69	Fc1cccc(Nc2nnnc3c2cnn3-c2ccccc2)c1	-11
70	COc1ccc(Cl)cc1S(=O)(=O)N1CCc2c(cnc3cc(C)nn23)C1	-6
71	Cc1ccnc(SCCCn2c(N3CCc4ccccc4C3)nc3c2c(=O)[nH]c(=O)n3C)n1	-7
72	CC(C)C(=O)N1N=C(c2ccc(NS(=O)(=O)c3ccccc3)cc2)CC1c1ccco1 (stereo not given)	9
73	COc1ccc(CC(=O)NCCNC(=O)c2ccc(NC(C)=O)cc2)cc1	13
74	CC(=NNC(=O)Cc1cc(=O)[nH][nH]1)c1ccc([N+](=O)[O-])cc1	-3
75	CC(C)(C)OC(=O)C[C@H]1C/C=C/C[C@H](CC(=O)N[C@H](CO)Cc2ccccc2)C(=O)N2CCC[C@@H]2COC1=O	-3

entry	molecule	PriA SSB inh
76	CCOC(=O)c1sc(NC(=O)CSc2nnc(CSc3nc(C)cc(C)n3)o2)nc1C	-4&5
77	COc1cc(C=NNC(=O)c2ccc(C)nc2)cc([N+](=O)[O-])c1O	-21
78	COc1cc(OC)cc(C(=O)Nc2c(C)cccc2C(C)C)c1	-4
79	O=C(CC1CCCC1)N1CCN(CC(O)c2cccs2)CC1 (stereo not given)	5
80	O=C(C[C@@H]1C/C=C/CCCC(=O)OC[C@@H]2CCCN2C1=O)NCCO	-14
81	CCOc1ccc(-c2cc3c(=O)n(CC(N)=O)ncn3n2)cc1	0
82	CCOc1ccc(-c2ccc(SCc3nc(-c4cccc(C(F)(F)F)c4)no3)nn2)cc1	-11
83	COc1cccc2c1SC[C@@H](C(=O)O)C2	-6
84	Cc1nc2ccc(NC(=O)C(C)(C)C)cc2c(=O)n1-c1ccc(Cl)cc1	1
85	O=C(NC[C@H]1CCCO1)C1CN(C(=O)c2ccc3c(c2)OCO3)C1	-5
86	O=C(CCn1c(=O)oc2ccccc21)NCCC(c1ccccc1)c1ccccc1	-5
87	O=C(c1ccc2nsnc2c1)N1CCc2ncncc2C1	-9
88	Cc1nn(C2CCS(=O)(=O)C2)c2nc(-c3ccco3)cc(C(=O)N3CCN(C)CC3)c12 (stereo not given)	-16
89	CC(=O)c1cccc(NS(=O)(=O)Cc2noc3ccccc23)c1	1
90	CSc1ccc([C@@H](O)CNC(=O)C(=O)Nc2ccccc2Cl)cc1	-8

entry	molecule	PriA SSB inh
91	COC(=O)c1ccc(NC(=O)CSc2nnc(-c3cccs3)o2)cc1	-10
92	CC12CCC(C(=O)N(CSC(=S)NN=Cc3ccccc3)C1=O)C2(C)C (stereo not given)	-3
93	Cn1nccc1C(=O)Nc1nnc(-c2ccc(F)cc2)o1	5
94	COC(CNC(=O)c1cncc(Br)c1)c1ccccc1Cl (stereo not given)	-1
95	COc1cc(NC(=O)Cn2cnc3c(-c4ccc(Cl)cc4)csc3c2=O)cc(OC)c1	8
96	Cc1ccc(C)c2sc(N(C[C@H]3CCCO3)C(=O)CC(c3ccccc3)c3ccccc3)nc12	-10
97	NC(=O)N/N=C\c1ccc(OCC(O)Cn2c3ccccc3c3ccccc32)cc1 (stereo not given)	1
98	CS(=O)(=O)N1CCC(CNC(=O)c2nc3ccccc3s2)CC1	-21
99	Cc1[nH]c2ccccc2c1SCCNC(=O)c1c(-c2ccccc2Cl)noc1C	-8
100	CS/C(NC(=O)c1ccccc1)=C1\CCCCC1=O	-22
101	C[C@](O)(CNC(=O)NCc1cccs1)c1cccs1	-10
102	COc1ccc(Br)c(C(=O)N2CCN(c3ccc(-n4cncn4)nn3)CC2)c1	4
103	O=C(c1ccccc1)N1CCc2ccc(NS(=O)(=O)c3cccs3)cc2C1	-1
104	CCCc1nnsc1C(=O)NCCn1nc(C2CC2)n(-c2ccccc2)c1=O	-9
105	CC(=NNC(=O)c1nnn(-c2nonc2N)c1-c1ccccc1)c1ccccc1O	-2

entry	molecule	PriA SSB inh
106	Cc1nc(NC(=O)Nc2cccc(Cl)c2)sc1C(=O)NC1CCCCCC1	-6
107	O=C(Cc1cccc2ccccc12)NCCCS(=O)(=O)N1CCc2ccccc2C1	-1
108	COc1ccc(F)cc1S(=O)(=O)NCc1cnn2ccccc12	-3
109	CC(C)(Oc1ccc(Cl)cc1)C(=O)NCC1CCN(C(=O)c2cc3ccccc3o2)CC1	-21
110	CN1C[C@@H](NS(=O)(=O)Cc2cccc(F)c2)CC1=O	-12
111	COc1ccc(C=NNC(=O)c2cc(O)c(O)c(O)c2)cc1CN1CCN(c2ccc(F)cc2)CC1	31
112	O=C(NCCn1ncc2c(=O)n(Cc3cccc(C(F)(F)F)c3)cnc21)c1cccs1	-2
113	COc1ccc(C=NN2C(=O)C3C4C=CC(CC4)C3C2=O)c(OC)c1 (stereo not given)	-8
114	O=C(C1CN(c2nc3ccc(F)cc3s2)C1)N1CCN(C(=O)C2CCCO2)CC1 (stereo not given)	-9
115	CCSc1ncc(Cl)c(C(N)=O)n1	-16
116	COc1cc(O)cc2c1C(=O)OC(C)CCCC(=O)CCCC=C2 (stereo not given)	-7
117	COCCCN1C(=O)C(=O)C(=C(O)c2ccc(OCC(C)C)cc2)C1c1cccnc1 (stereo not given)	-11
118	CCn1ccnc1CO	-10
119	CC(C)Cn1c(NN)nc2ccccc21	-5
120	O=C(Cc1c(F)cccc1Cl)NCc1ccnc(-c2ccsc2)c1	-12

entry	molecule	PriA SSB inh
121	O=C(CSc1nccc(-c2ccc3c(c2)OCO3)n1)c1ccc2c(c1)OCO2	2
122	O=C(N1CCC(Cn2cccn2)CC1)C1(c2ccc(Cl)cc2)CCCC1	0
123	CS(=O)(=O)c1ccc(CC(=O)Nc2nnc(Cc3cccs3)o2)cc1	17
124	CN(C)S(=O)(=O)c1ccc(C(=O)N2CCC[C@H](c3nnc(-c4ccccc4F)s3)C2)cc1	-7
125	O=C(Nc1nc2c(s1)C(=O)NCCC2)c1ccccc1OC(F)(F)F	-18
126	COc1ccc(-c2nc(S(=O)(=O)c3ccccc3)c(SC)o2)cc1	-19
127	O=C(NCc1cccnc1-c1ccsc1)C1c2ccccc2Oc2ccccc21	-9
128	CCn1c(=NC(=O)c2ccccc2)sc2cc3c(cc21)OCO3	-1

An excerpt (hit frequency here may not be typical).
